Screens: PubChem, Broad Institute
RAD54 branch: blocks human RAD54 Holliday junction branch migration; Q92698; FAM/BHQ fluorescence; inhibition, % at 10.4 µM; 0.14% of 360,000 active; AID 602329;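 active = mean normalized replicate activity at least 40 and at least half of replicates scoring 40 or more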;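 also: 0% = median of neutral control wells and 100% = median of positive control wells; inhibitors cause a drop in the FAM fluorescence signal; in these data hits start at about 50%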
miR-122 sensor: blocks miR-122 activity in Huh7 sensor cells; Huh7 miR-122 Renilla luciferase sensor, 48 h; neutral wells = 0, positive control = 100; activation (reporter increase), % at 12.5 µM; 0.3% of 340,000 active;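 active = mean replicate activation score at least 90 and every replicate individually at or above 90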;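 also: higher luciferase means less miR-122 activity so hits act as miR-122 inhibitors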
PglD inh: inhibitors of Campylobacter jejuni PglD acetyltransferase; AID 602405; purified PglD enzyme, DTNB colorimetric CoA detection; 0.098% of 360,000 active; inhibition, % at 12.5 µM; in the data active = inhibition above about 16%, passing the limit was not always enough; also: strong numbers were not always called active
E-selectin induc: E-selectin induction on HUVECs; HUVEC E-selectin immunofluorescence imaging; normalized: neutral wells 0, TNF-alpha wells 100; activation, % at 7.58 µM; 0.37% of 260,000 active; AID 686992;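 active = mean E-selectin-positive cell signal at least 10% of the positive control, reached in at least 60% of replicates, without over 20% cell loss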;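 also: in these data hits start at about 27%; measured in HUVEC primary endothelial cells; signal is the percent of cells scored E-selectin positive by PE staining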
Target sequence (P16581 whole entry, looked up): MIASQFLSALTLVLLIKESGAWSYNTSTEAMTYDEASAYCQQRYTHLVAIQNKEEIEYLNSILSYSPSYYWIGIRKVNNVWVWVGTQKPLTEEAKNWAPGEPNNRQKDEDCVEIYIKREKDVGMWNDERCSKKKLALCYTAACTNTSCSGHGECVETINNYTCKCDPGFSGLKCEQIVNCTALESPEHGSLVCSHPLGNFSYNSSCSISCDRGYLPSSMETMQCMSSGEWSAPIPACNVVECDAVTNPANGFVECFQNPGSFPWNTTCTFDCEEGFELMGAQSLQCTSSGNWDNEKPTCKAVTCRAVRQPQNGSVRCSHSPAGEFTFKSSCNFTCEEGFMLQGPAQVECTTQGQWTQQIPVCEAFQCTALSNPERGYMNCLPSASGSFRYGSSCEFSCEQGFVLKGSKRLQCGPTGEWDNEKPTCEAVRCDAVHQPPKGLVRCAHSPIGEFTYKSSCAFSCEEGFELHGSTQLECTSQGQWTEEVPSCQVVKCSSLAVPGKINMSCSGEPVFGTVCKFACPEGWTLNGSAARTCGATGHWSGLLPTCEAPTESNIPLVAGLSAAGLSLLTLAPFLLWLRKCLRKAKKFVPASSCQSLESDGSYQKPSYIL
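Assay system: HUVEC, human umbilical vein endothelial cells / Amount: 3,000 HUVEC/well / Controls: TNF-alpha positive control, DMSO neutral control / Compound dosing: single concentration / Medium: EGM-2 over gelatin coat / Evaluation: percent E-selectin-positive cells / Signal: immunofluorescence imaging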
RAD52 inh: RAD52 (human) annealing inhibition; P43351; recombinant RAD52 DNA annealing, FRET fluorescence; inhibition, % at 18.7 µM; 0.46% of 360,000 active; AID 651710;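 active = every replicate showing at least 50% inhibition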
PGC1a acetyl inh: modulators of PGC1a acetylation; U2OS PGC1a acetylation, AlphaScreen anti-acetyl-lysine; with virally co-expressed GCN5 acetyltransferase; inhibition, % at 15.6 µM; 0.17% of 350,000 active; AID 651687;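 active = every replicate shows inhibition of at least 40%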;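 also: 0% = neutral control wells and 100% = positive control wells; some results beyond the cut were filed as inactive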
ERAP1 HTS inh: blocks human ERAP1 aminopeptidase activity; 0.15% of 340,000 active; recombinant ERAP1, Leu-AMC fluorescence, 60 min; inhibition, % at 10.7 µM; AID 652197;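 active = mean replicate inhibition of at least 30%, or all replicates individually reaching that 30% level; inactive = mean below 30% and not every replicate reaching it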;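 also: 0% = neutral control wells and 100% = L-leucinethiol positive control wells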
Cneo AK release: Cryptococcus neoformans lysis via adenylate kinase release. C. neoformans lysis, adenylate kinase release luminescence, 4 h; normalised: neutral wells 0, clomiphene wells 100. lysis activity, % at 15 µM. 0.2% of 360,000 active. AID 651654;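 active = mean lysis activity across replicates of at least 80%, whatever share of replicates individually reach that level; inactive = mean lysis activity below 80%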
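read-out = cell lysis signal | test system = log-phase Cryptococcus neoformans yeast cells | input = cells at 5 × 10^6 per mL | medium = fresh YPD growth medium | signal = luminescent adenylate kinase detection reagent | timing = 4 h at 37 °C static, read 1 h later | dosing = single dose | controls = Clomiphene as positive lysis control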
Active calls of the source: *; x = not tested or not shown; [ ] = another dose, or the depositor's remark.

SMILES	RAD54 branch	miR-122 sensor	PglD inh	E-selectin induc	RAD52 inh	PGC1a acetyl inh	ERAP1 HTS inh	Cneo AK release
O=C(c1cc(COc2ccc(F)c(F)c2)on1)N1CCSCC1	2	6	-5	0.6	-5	1	1	-3
CCCCN1C(=O)C(C#N)CC2=C1CC(C)(C)CC2=O (stereo not drawn)	1	-4	-10	-0.1	-4	16	-1	3
CCOC(=O)C1=C(C)Nc2ccccc2N=C1NC(=O)C(c1ccccc1)c1ccccc1	-3	-6	-2	1.3	-37	0	-2	-3
COC(=O)[C@@H]1[C@@H](CO)[C@@H]2Cn3c(cccc3=O)[C@@H]2N1CC1CCOCC1	-7	x	0	-0.3	-320	x	0	0
CCc1nccn1CCC(=O)NC1CC(C)(C)Cc2c1cnn2-c1ccc(OC)cc1 (stereo not drawn)	6	-8	-3	0.6	0	11	-2	1
Cc1ccc2nc(NC(=S)NC(=O)c3cccs3)sc2c1	0	2	5	x	x	7	x	-4
CN(C(=O)c1ccccn1)c1nnc(-c2cccnc2)s1	13	-2	-1	x	-2	9	3	0
CC(C)(C)n1nnnc1C(c1cccnc1)N1CCN(C2CCCCC2)CC1 (stereo not drawn)	8	-15	2	x	x	5	x	1
C[C@H]1CN([C@@H](C)CO)C(=O)c2ccccc2-c2ccccc2CO[C@@H]1CN(C)C(=O)[C@@H](Cc1ccccc1)N(C)C	-1	x	0	0.3	-3	-3	0	2
Oc1ccccc1N1CCN(c2ncnc3scc(-c4ccccc4)c23)CC1	-4	-6	0	x	-10	6	1	8
Cc1ccc(NC(=O)CNC(=O)c2cccs2)cc1S(=O)(=O)Nc1ccc(Cl)cc1	-5	98*	-1	x	-73	5	0	-1
COc1ccc(C(=O)Nc2cc(C)nn2-c2cccc(F)c2)cc1OC	-3	x	1	0.0	-14	x	5	-14
O=C(NCCc1ccccc1)C(=O)NCCC1CCCCN1S(=O)(=O)c1ccccc1 (stereo not drawn)	2	x	1	2.7	-3	-28	-4	0
C[C@@H]1CN([C@H](C)CO)C(=O)Cc2cc(NC(=O)CCCN(C)C)ccc2O[C@@H]1CN(C)S(=O)(=O)c1ccc(Cl)cc1	0	0[16.7 µM]	4	-0.1	8	4	-9	-1
CCCCN1C(=O)C2C(c3ccc(OC)cc3O)NC(CC(C)C)(C(=O)O)C2C1=O (stereo not drawn)	-2	-11	-1	x	-10	0	6	-5
O=C1N(Cc2cccnc2)C[C@@H]2C[C@@H](c3cccc(OC4CCCC4)c3)N3CCC[C@@]123	x	7	x	x	-50	-33	-4	x
CCC1CCCCN1C(=O)c1c(-c2ccccc2)noc1C (stereo not drawn)	6	2	6	x	x	-16	x	-1
Cc1ccc(C(=O)O)cc1-c1ccc(/C=C2\SC(=O)N(CC(=O)Nc3ccc4c(c3)OCO4)C2=O)o1	5	0	1	0.2	-73	x	0	-1
O=C(NCCCN1CCCC1=O)c1ccc(Cl)c(Cl)c1	-2	-2	-1	1.5	-1	5	0	0
CC(=O)Nc1ccc(NC(=O)CN2CCN(c3cccc(C(F)(F)F)c3)CC2)cc1	3	0	-5	x	x	0	x	-2
COc1ccc2c(Cl)c(C(=O)N/N=C/c3ccncc3)sc2c1	5	-2	0	x	-3	1	0	-1
CCCNC(=O)C[C@@H]1CC[C@H]2[C@@H](COc3ccc(NC(=O)c4cccc(F)c4)cc3C(=O)N2C)O1	-1	-5[16.7 µM]	0	-0.1	-3	2	-1	-2
CCCN1[C@@H]2c3ccc(-c4ccccc4F)c(=O)n3C[C@@H]2[C@@H](CO)[C@@H]1C(=O)NC1CCC1	-12	2[16.7 µM]	-2	0.0	-3	x	1	1
C=CCN(CC=C)C(=S)Nc1ccc2nsnc2c1	0	5	-1	x	-18	x	-1	-4
Cc1ccc2oc(=O)c(-c3ccc(O)cc3)c(C)c2c1	-2	1	4	-0.4	-14	-4	2	1
O=C(O)c1cccc(N2C(=O)Nc3ccccc3N2O)c1	4	5	-6	0.0	x	0	x	1
Cc1cc(-c2nnco2)c(C)n1-c1ccc(F)cc1	2	x	1	x	-10	-3	-2	1
O=[N+]([O-])c1cccc(/C(=N/N=C/c2ccccc2Br)C23CN4CN(CN(C4)C2)C3)c1	-8	3	0	x	x	7	x	5
CC(C)CNS(=O)(=O)c1cc(C(=O)N2CCOCC2)c(Cl)cc1Cl	-1	59	-3	x	x	-1	x	0
COc1ccc(NC(=O)c2ccc3c(c2)OCO3)cc1	0	-3	4	x	-33	-10	0	-18
COc1ccc(CNC(=S)NC2CCCCC2)cc1	-17	-2	-4	-0.7	-10	-3	-1	12
CCNC(=O)c1cc2c(c(-c3cccc(-c4cccc(F)c4)c3)n1)[C@H](CCO)N([S@@](=O)C(C)(C)C)C2	-4	x	5	-0.1	0	13	-1	4
O=C(CCn1nc(-c2ccccc2)ccc1=O)N1CCN(c2ccccn2)CC1	4	0	-7	x	x	2	x	-1
NC(=O)c1cnn2c(-c3ccc(Cl)cc3Cl)ccnc12	-16	-2	-5	x	x	-1	x	0
C[C@@H]1CN([C@@H](C)CO)C(=O)c2cc(NC(=O)Nc3cccc4ccccc34)ccc2O[C@@H]1CN(C)Cc1ccc(C(=O)O)cc1	5	-2[16.7 µM]	-8	-6.1	1	2	0	0
CC(=O)Nc1ccc(NC(=O)CN2C(=O)COc3ccc(S(=O)(=O)N4CCCCC4)cc32)cc1	-1	1	3	13	-7	13	-3	-1
CN(C(=O)c1cccc(N2C(=O)C3C4C=CC(C4)C3C2=O)c1)C1CCCCC1 (stereo not drawn)	8	-4	-3	x	-1	3	0	0
Fc1ccc(NC(=S)SCc2ccc3c(c2)OCO3)cc1F	-14	x	-4	0.0	-4	-5	1	0
CC(C)CC#Cc1ccc2c(c1)O[C@H](CN(C)CC1CCOCC1)[C@H](C)CN([C@H](C)CO)S2(=O)=O	-3	3[16.7 µM]	3	-0.4	17	-3	2	14
COCC(=O)NC1(c2nnnn2CCOC(=O)Nc2ccc(Cl)cc2)CCCCC1	x	x	x	5.3	-2	-11	1	x
CC(=O)Nc1ccc2c(c1)Cc1c-2cc(Cl)c(NC(C)=O)c1Cl	7	-6	2	-0.4	-38	-1	3	2
Cc1cc(C)cc(NC(=O)CCCCCN2C(=O)[C@@H]3Cc4ccccc4CN3C2=O)c1	2	-8	4	8.2	-10	-7	0	1
Cc1c(NC(=O)C(C)Sc2ncnc3ccccc23)c(=O)n(-c2ccccc2)n1C (stereo not drawn)	7	-7	3	3.5	0	9	-1	2
COc1ccc(Nc2cccc(Cl)c2)c(C(=O)O)c1	7	-2	-1	-0.2	x	3	x	-1
O=C(Cc1ccccc1)N/N=C/c1ccc(Cl)cc1Cl	-1	4	-1	x	x	-6	x	8
O=C(N/N=C(\c1ccccc1)c1ccccn1)c1ccccc1Cl	-1	6	1	0.1	-15	x	5	-4
COc1cc(C2CC(=O)Oc3c2c(=O)n(C)c2ccccc32)ccc1O (stereo not drawn)	x	1	x	-5.0	-18	1	-2	x
C/C=C/c1ccc2c(c1)O[C@H](CN(C)Cc1ccccc1F)[C@@H](C)CN([C@H](C)CO)S2(=O)=O	-1	26[16.7 µM]	-1	-0.2	9	2	-2	4
O=C1N/C(=N/O)S/C1=C/c1cccc([N+](=O)[O-])c1	0	-4	0	x	3	0	-1	-2
CN(C)CC(=O)N1[C@@H]2c3cccc(=O)n3C[C@H]1[C@H](CO)[C@H]2C(=O)NCc1ccccc1	-13	x	8	-0.2	11	x	0	6
O=P1(c2ccccc2)C=Cn2c1cc1c2CCCC1 (stereo not drawn)	1	-2	1	x	x	-10	x	-3
CCOc1cc(/C=N/n2c(COc3ccccc3)n[nH]c2=S)ccc1O	-5	-1	-4	0.3	-9	-6	0	-2
O=C(NC1(C(F)(F)F)NC(=O)N(Cc2cccnc2)C1=O)c1ccccc1 (stereo not drawn)	-2	-4	-5	-1.9	x	12	x	-5
O=C(O)CCNC(=O)CCCn1nnc2ccccc2c1=O	5	2	8	0.1	-4	11	2	-3
O=C(Nc1ccncc1)c1ccc(NS(=O)(=O)c2cccc(F)c2)cc1	-1	5	-5	x	-16	3	2	10
CN(C)c1nc(C(=O)Nc2ccccc2)nc(N(C)C)n1	12	5	-5	x	x	-5	x	2
CCOC(=O)c1cc2nc(OCC)nc(OCC)c2[nH]1	-4	3	1	-0.5	-15	-10	1	1
O=C1CCc2cc(S(=O)(=O)N3CCC(C(=O)NC4CCCc5ccccc54)CC3)ccc2N1 (stereo not drawn)	-7	4	0	x	-14	-1	x	-2
C[C@@H]1CCCCO[C@@H](CN(C)C)[C@H](C)CN([C@H](C)CO)C(=O)c2cc(NS(=O)(=O)c3ccccc3)ccc2O1	5	-1[16.7 µM]	-1	-0.1	-33	0	x	0
CCc1ccccc1NC(=O)N1CCCC(CCC(=O)N(C)CCc2ccccn2)C1 (stereo not drawn)	-3	-5	6	-0.1	-12	1	3	0
C/C(Cn1cnc([N+](=O)[O-])n1)=N\NC(=O)c1ccccc1F	-4	-9	1	x	x	-3	x	15

Entries shown so far with an aryl methoxy group, in the order listed:
SMILES	RAD54 branch	miR-122 sensor	PglD inh	E-selectin induc	RAD52 inh	PGC1a acetyl inh	ERAP1 HTS inh	Cneo AK release
CCc1nccn1CCC(=O)NC1CC(C)(C)Cc2c1cnn2-c1ccc(OC)cc1 (stereo not drawn)	6	-8	-3	0.6	0	11	-2	1
COc1ccc(C(=O)Nc2cc(C)nn2-c2cccc(F)c2)cc1OC	-3	x	1	0.0	-14	x	5	-14
CCCCN1C(=O)C2C(c3ccc(OC)cc3O)NC(CC(C)C)(C(=O)O)C2C1=O (stereo not drawn)	-2	-11	-1	x	-10	0	6	-5
COc1ccc2c(Cl)c(C(=O)N/N=C/c3ccncc3)sc2c1	5	-2	0	x	-3	1	0	-1
COc1ccc(NC(=O)c2ccc3c(c2)OCO3)cc1	0	-3	4	x	-33	-10	0	-18
COc1ccc(CNC(=S)NC2CCCCC2)cc1	-17	-2	-4	-0.7	-10	-3	-1	12
COc1ccc(Nc2cccc(Cl)c2)c(C(=O)O)c1	7	-2	-1	-0.2	x	3	x	-1
COc1cc(C2CC(=O)Oc3c2c(=O)n(C)c2ccccc32)ccc1O (stereo not drawn)	x	1	x	-5.0	-18	1	-2	x
